CHO-K1 Ca PAM: nonselective calcium activators in parental CHO-K1 cells, primary screen, counter-screen for M1 PAM project, cell-based, Fluo-8 calcium fluorescence, full deck, 1536-well; ATP EC20; 0% at ATP EC20, 100% at ATP max; activation, % at 3 µM; hit rate 0.02% among 360,000;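 active = activation above the run cutoff, the mean activation of all test compounds plus 3 SD, cut at about 40% in these data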;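 also: peak over basal fluorescence ratio in a 140 s read after ATP addition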
TAAR1 ag: human TAAR1 agonists, primary screen, Fluo-8 calcium fluorescence, CHO RD-HGA16 cells; activation, % at 3 µM; vehicle wells 0%, saturating PEA agonist 100%; hit rate 0.99% among 360,000; Trace amine-associated receptor 1 (Homo sapiens), Q96RJ0; AID 624467, 2012;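 active = activation above the mean activation of all test compounds in the run plus 3 SD, cut at about 38% in these data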
Target sequence (Q96RJ0 whole entry, looked up): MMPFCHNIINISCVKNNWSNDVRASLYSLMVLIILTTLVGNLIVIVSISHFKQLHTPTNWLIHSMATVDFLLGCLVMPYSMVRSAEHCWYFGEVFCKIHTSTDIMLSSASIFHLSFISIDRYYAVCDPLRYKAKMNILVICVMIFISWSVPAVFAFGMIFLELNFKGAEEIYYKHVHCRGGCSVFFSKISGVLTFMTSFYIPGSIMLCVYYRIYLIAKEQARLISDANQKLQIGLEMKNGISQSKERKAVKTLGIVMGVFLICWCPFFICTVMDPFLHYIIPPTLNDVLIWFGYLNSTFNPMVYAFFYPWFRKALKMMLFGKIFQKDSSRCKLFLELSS
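Test system: RD-HGA16 (CHO) cells co-expressing Gα16 and hTAAR1; dosing: one-point dosing at 3 µM (nominal); timing: 17-24 h seeding, 75 min 37 °C dye, 30 min RT; signal: kinetic Fluo-8 calcium fluorescence; read-out basis: % activation relative to PEA EC100 response; controls: DMSO and PEA EC100; replicates: n 1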
CHO-K1 Ca antag: nonselective inhibitor or artifact in parental CHO-K1 cells; ATP-induced calcium, Fluo-8 fluorescence; inhibition, % at 3 µM; hit rate 0.6% among 360,000;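 active = inhibition above a per-plate cutoff, the plate's mean sample inhibition plus 3 SD, cut at about 24% in these data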;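 also: 0% = DMSO plus EC80 ATP and 100% = DMSO alone without ATP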
CHRM1 PAM: human M1 muscarinic receptor positive allosteric modulators, primary screen, CHO-K1 cells, Fluo-8 calcium fluorescence, 1536-well; hit rate 0.088% among 360,000; CHO-K1 hM1, ACh EC20; 0% = ACh EC20, 100% = maximal ACh; Muscarinic acetylcholine receptor M1 (Homo sapiens), P11229; activation, % at 3 µM; in the data active = activation above about 19%, passing the limit was not always enough
Target sequence (P11229 whole entry, looked up): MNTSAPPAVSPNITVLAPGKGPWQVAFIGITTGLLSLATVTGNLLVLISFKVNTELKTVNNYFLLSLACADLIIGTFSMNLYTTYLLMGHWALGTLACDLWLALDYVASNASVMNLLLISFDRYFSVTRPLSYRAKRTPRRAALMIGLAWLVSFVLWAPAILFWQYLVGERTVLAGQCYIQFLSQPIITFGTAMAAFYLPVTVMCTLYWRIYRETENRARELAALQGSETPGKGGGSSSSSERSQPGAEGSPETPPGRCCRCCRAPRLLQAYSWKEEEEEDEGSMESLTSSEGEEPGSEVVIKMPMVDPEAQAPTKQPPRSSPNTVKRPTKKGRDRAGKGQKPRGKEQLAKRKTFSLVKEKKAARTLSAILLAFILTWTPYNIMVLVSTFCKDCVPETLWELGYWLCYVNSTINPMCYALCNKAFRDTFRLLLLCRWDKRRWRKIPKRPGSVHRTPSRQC
M1 ag: human M1 muscarinic receptor agonists, primary screen, Fluo-8 calcium fluorescence, CHO-K1 cells, HTS; AID 588814, 2011; CHO-K1 hM1, agonist mode; 0% DMSO, 100% acetylcholine EC100; Muscarinic acetylcholine receptor M1 (Homo sapiens), P11229; hit rate 0.33% among 360,000; activation, % at 3 µM;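 active = activation above the run's mean compound activation plus 3 SD, cut at about 16% in these data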;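 also: peak over basal fluorescence ratio within a 140 s kinetic read after compound addition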
CHO-K1 Ca ag: counter-screen for M1 agonists: effect in parental CHO-K1 cells. activation, % at 3 µM. hit rate 0.48% among 360,000. Fluo-8 calcium fluorescence; scaled to maximal ATP response, vehicle zero. AID 602248, 2012; in the data active = activation above about 15%;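 also: untransfected CHO-K1 host cells lacking M1 receptor as counterscreen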
CHO parental Ca: ATP-evoked calcium signal inhibitors, parental CHO, primary screen, counter-screen for OX1R antagonist project, cell-based, fluorescence, Fluo-8 calcium dye; inhibition, % at 5.6 µM; parental CHO-K1, ATP-induced calcium, Fluo-8 fluorescence; hit rate 0.63% among 330,000;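 active = inhibition above that plate's mean sample inhibition plus 3 SD, cut at about 26% in these data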;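 also: 0% = ATP-challenged DMSO wells and 100% = DMSO wells without ATP; some compounds past the cut are filed as inactive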
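Test system: untransfected parental CHO cell line; also added: ATP stimulus; dosing: 5.6 µM, single dose; signal: calcium-sensitive Fluo-8 fluorescence; measure: percent inhibition of ATP-evoked calcium rise, normalized to controls; benchmarks: low control ATP plus DMSO, high control DMSO only; replication: one well per compound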
TAAR1 antagonist: human TAAR1 antagonists, primary screen, Fluo-8 calcium fluorescence, CHO RD-HGA16 cells | hit rate 1.5% among 360,000 | inhibition, % at 3 µM | AID 624466, 2012 | antagonist | Trace amine-associated receptor 1 (Homo sapiens), Q96RJ0;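 active = inhibition above a per-plate cutoff, the mean inhibition of test compounds on that plate plus 3 SD, cut at about 49% in these data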;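 also: 0% = DMSO plus EC80 beta-PEA response and 100% = DMSO alone without agonist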
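Material: RD-HGA16 CHO cells with stable hTAAR1 and Gα16; Dosing: single nominal final test compound concentration of 3 µM; Schedule: seeding 17-24 h prior, 75-min 37 °C, 30-min RT dye loading; Detection: kinetic Fluo-8 calcium fluorescence measurement; Measure: % inhibition from peak post-agonist over basal fluorescence ratio; Benchmarks: vehicle and agonist controls.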
CHRM1 antagonist: human M1 muscarinic receptor antagonists, primary screen, CHO-K1 cells, Fluo-8 calcium fluorescence, 1536-well. CHO-K1 hM1, ACh EC80 antagonist. inhibition, % at 3 µM. hit rate 1.3% among 360,000;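 active = percent inhibition above its own plate's cutoff, namely the mean of that plate's compound wells plus 3 SD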;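 also: peak over basal fluorescence ratio during 140 s after agonist addition; 0% = ACh EC80 plus DMSO and 100% = DMSO alone without agonist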
Starred values were filed as active, the others as inactive; / = no result given; & = joins results of further samples. No enrichment for hits; overall some 4.4% were active at least once.

The opening 5 records (preview)
SMILES	CHO-K1 Ca PAM	TAAR1 ag	CHO-K1 Ca antag	CHRM1 PAM	M1 ag	CHO-K1 Ca ag	CHO parental Ca	TAAR1 antagonist	CHRM1 antagonist
Cc1cccc(Nc2nc(Cl)ncc2F)c1C	14	-2	-3	7	-3	-0.8	-3	-6	-12
CC(C)NC(=O)COC(=O)c1cccc(NS(=O)(=O)/C=C/c2ccccc2)c1	13	4	0	4	-1	3.7	-12	-4	-4
CCn1cc(C(=O)NC2CCCC2)c(=O)c2cc(S(=O)(=O)N3CCOCC3)ccc21	11	2	-12	6	-2	0.7	/	-12	-13
CCn1c(CN2CCOCC2)nnc1SCC(=O)Nc1ccc(C(C)=O)cc1	14	2	-6	8	-6	0.7	-5	-9	-7
COc1ccccc1C(=O)NC(=O)COC(=O)CCOc1ccccc1C	15	2	-9	11	-4	2.0	-10	-37	-14

The list itself, repeating the preview:
SMILES	CHO-K1 Ca PAM	TAAR1 ag	CHO-K1 Ca antag	CHRM1 PAM	M1 ag	CHO-K1 Ca ag	CHO parental Ca	TAAR1 antagonist	CHRM1 antagonist
Cc1cccc(Nc2nc(Cl)ncc2F)c1C	14	-2	-3	7	-3	-0.8	-3	-6	-12
CC(C)NC(=O)COC(=O)c1cccc(NS(=O)(=O)/C=C/c2ccccc2)c1	13	4	0	4	-1	3.7	-12	-4	-4
CCn1cc(C(=O)NC2CCCC2)c(=O)c2cc(S(=O)(=O)N3CCOCC3)ccc21	11	2	-12	6	-2	0.7	/	-12	-13
CCn1c(CN2CCOCC2)nnc1SCC(=O)Nc1ccc(C(C)=O)cc1	14	2	-6	8	-6	0.7	-5	-9	-7
COc1ccccc1C(=O)NC(=O)COC(=O)CCOc1ccccc1C	15	2	-9	11	-4	2.0	-10	-37	-14
COCC(=O)Oc1c(Sc2ccccc2[N+](=O)[O-])c(C)nn1C(C)(C)C	-2	0	-5	18	0	-0.3	-10	-34	-13
CCC1CN(C(=O)N2CCC(C(=O)NCCc3ccccc3)CC2)c2ccccc2O1 (stereo not drawn)	-1	53*	1	-11	2	10	-25	58*	19
COc1ccc(C)cc1NC(=O)C(OC(=O)c1cnc(C)cn1)c1ccccc1 (stereo not drawn)	15	-2	7	16	-1	-0.8	-9	-46	-17
Clc1ccc(-c2cc(-c3ccccn3)on2)c(Cl)c1	27	0	-15	10	-4	1.2	-17	-13	-14
Cc1cc(C)c(-c2csc(NC(=O)C3=COCCO3)n2)c(C)c1	27	1	-6	-1	-4	0.1	-7	-6	-3
Cn1c(CNC(=O)c2ccc(F)cc2)cc2ccccc21	11	0	1	19	-4	0.4	-14	-6	-15
Cc1c(N)cccc1-n1cnnn1	13	0	-20	3	-4	0.0	1	-10	-6
O=C(CSc1nnc(-c2cccs2)o1)OCc1ccccc1	9	-1	-3	3	-8	0.1	0	-9	-4
O=C(NCc1cccnc1)c1ccc(Br)s1	17	2	-15	9	-5	0.7	-2	-27	-14
c1ccc(SCc2cn(C[C@H]3CC[C@@H]([C@@H]4CC[C@H](Cn5cc(CSc6ccccc6)nn5)O4)O3)nn2)cc1	-4	32	-5	-21	-5	11	-7	71*	22
CCC(c1nnc(SCC(=O)Nc2ccc(N3CCOCC3)cc2)n1Cc1ccccc1)N(C)C (stereo not drawn)	-8	2	-2	12	-4	0.1	0	-20	-6
O=C(NCC(=O)N1CCN(c2ccccc2O)CC1)C1CCCCC1	4	4	7	5	2	2.7	-19	-22	-6
O=C(NCc1ccncc1)C(=O)NCC1OCCCN1S(=O)(=O)c1ccc(F)cc1 (stereo not drawn)	-4	1	0	4	-3	0.1	-1	-4	-4
O=C(COC(=O)c1ccccc1C(=O)c1ccccc1)NCCc1ccccc1	9	2	7	1	-7	0.8	-18	5	-5
O=S1(=O)N=C2CCCCCN2C(c2ccc(Br)cc2)N1 (stereo not drawn)	10	2	-17	11	1	0.0	-7	9	-13
COCCN1C(=O)C(=O)/C(=C(/O)c2ccc(S(=O)(=O)N3CCOCC3)cc2)C1c1ccc(OC)c(OC)c1 (stereo not drawn)	14	8	-10	4	-2	1.1	6	-15	-3
CC(C)[C@@H](CO)N(C)S(=O)(=O)c1ccccc1Br	21	0	-14	1	-5	0.9	-8	10	0
CCOC(=O)c1c(NC(=S)NC)sc2c1CC(C)(C)SC2	19	4	-19	5	-7	6.0	-21	-12	-3
COC(=O)c1ccc(NC(=O)CSc2nnc(-c3cccnc3)o2)cc1	3	1	-4	1	-2	1.5	-6	-1	-2
CCOc1ccc(-c2nc(-c3ccc(OC)cc3)no2)cc1OCC	3	0	5	16	-4	-0.1	-17	-7	-10
C[C@H]1CN([C@@H](C)CO)C(=O)c2cc(NC(=O)CCN3CCOCC3)ccc2O[C@H]1CN(C)C(=O)Nc1ccc(F)cc1	10	9	-10	6	-3	-0.2	-2	-9	5
O=C(C1CC1)N1CCc2cc(Br)cc(S(=O)(=O)N3CCOCC3)c21	9	16	-1	1	1	3.6	-5	34	1
CCn1cnc2sc(C(=O)N(Cc3ccc(N(C)C)cc3)Cc3ccco3)c(C)c2c1=O	12	24	14	-4	0	5.1	-21	54*	17
CS(=O)(=O)Nc1cccc(C2=NN(C(=O)c3ccccc3)C(c3cccs3)C2)c1 (stereo not drawn)	-1	13	3	4	-1	3.2	-4	27	4
O=C(Nc1ccccn1)c1cccc(S(=O)(=O)N2CCOCC2)c1	14	9	-15	6	-2	0.1	-9	-6	-40
CC(=O)c1sc(-c2ccc(Cl)cc2)cc1N	-5	0	-3	-3	-4	-0.2	-17	-8	0
O=C(CSc1nc2ccccc2c(=O)n1-c1ccc(F)cc1F)Nc1ccc2c(c1)CCC2	9	0	8	6	-8	1.3	-8	3	-5
N#Cc1cnc(NCc2ccc(Cl)cc2Cl)nc1	10	8	-3	4	-4	0.7	-3	-3	0
O=C(Nc1cc(-c2nc3ncccc3o2)ccc1Cl)c1ccc2c(c1)OCO2	0	2	-15	-2	-5	0.1	-13	8	7
CC(C)C(=O)NNC(=O)C1CC1(c1ccccc1)c1ccccc1 (stereo not drawn)	-5	-2	-7	12	4	0.3	-7	21	9
COc1ccc(/C=C/C(=O)C(C(N)=O)=C2SCCS2)cc1	26	1	-5	5	-5	0.7	-5	-3	-3
COC(=O)c1ccc(CNC(=O)C2CCC(=O)N(Cc3ccccn3)C2)cc1 (stereo not drawn)	20	0	-8	19	0	-0.1	-9	-9	-8
COC(=O)c1nc(NC(=O)c2cc(OC)c(OC)c(OC)c2)n[nH]1	18	-5	-17	9	-5	0.2	-7	20	-12
CC(Oc1cccc(Cl)c1)C(=O)Nc1ccncc1 (stereo not drawn)	9	11	6	-6	-1	5.6	-7	10	13
O=C(CCc1ccccc1)NC1CCSC1=O (stereo not drawn)	16	0	-12	7	-2	0.2	-1	3	-2
N=c1c[n+](N2CCOCC2)[n-]o1	-9	0	3	5	-2	-0.3	-8&-3	23	-34
C[C@@H]1CC=C[C@H]2[C@H]1C(=O)N(Cc1ccccc1)[C@H]2c1ccc2ccccc2c1/C=C/c1ccccc1	7	0	-9	0	-1	0.6	-20	22	-3
Cn1c(-c2ccc(F)cc2)cnc1NCc1ccc(C#N)cc1	15	8	17	-6	-7	-0.2	1	-3	5
Cc1ccc(NC(=O)CN2CCOCC2)c(Br)c1	19	12	-6	4	-7	-0.1	-6	-16	-14
COc1ccccc1S(=O)(=O)Cc1ccc(C(=O)NCCN(C)C)o1	-3	0	0	0	-6	-0.1	-7	12	-2
COc1ccc(CC2CCOC2=O)cc1 (stereo not drawn)	14	4	-9	13	-5	0.2	-3	-1	-11
CCN(CC)S(=O)(=O)c1cccc(C(=O)N[C@H](C(=O)NCc2ccccc2F)C(C)C)c1	14	1	-4	9	-5	0.3	-23	2	-10
CC(C)CC(NC(=O)C1CCCCC1)C(=O)NC(C)c1ccccc1 (stereo not drawn)	17	3	-18	9	-6	0.7	-22	1	-15
C[C@@H]1CCCCO[C@@H](CN(C)Cc2ccncc2)[C@@H](C)CN([C@H](C)CO)C(=O)c2cc(NC(=O)c3ccccc3)ccc2O1	7	1	-11	2	-3	0.0	/	-7	-5
COC(=O)[C@@H](NS(=O)(=O)c1ccc(F)cc1Br)C(C)C	6	2	-8	-1	-3	-0.1	/	-20	-7
COc1ccc(/C=C2\CCC(C3CCCC3)C2=O)cc1Cn1nc(C)cc1C (stereo not drawn)	26	0	-6	1	-2	0.8	-19	-17	-3
Cc1nc2sccn2c(=O)c1S(=O)(=O)NCc1ccccc1Cl	18	3	1	3	-9	0.8	2	-16	-1
CC1CCC(CN2C(Nc3ccccc3)=NC[C@@H]2Cc2ccccc2)CC1 (stereo partly drawn)	-9	44*	14	-17	-9	1.1	-9	15	21
COC(=O)c1cccc(NC2CC(=O)N(c3ccc(OC)c(OC)c3)C2=O)c1 (stereo not drawn)	7	8	-14	13	0	1.4	-6	1	-15
COc1cccc(CN2CCN(C(=O)c3cc(-c4ccncc4)nc4ccc(C)cc34)CC2)c1	17	14	2	-7	10	7.0	-26	77*	30
CS(=O)(=O)N(CC(=O)Nc1ccccc1-c1ccccc1)c1ccccc1	7	6	-2	-3	-6	0.1	-19	1	3
COc1ccccc1NC1SC(=O)N(c2ccccc2)C1=O (stereo not drawn)	14	2	-7	6	-3	0.5	-4	15	-6
CCCCNS(=O)(=O)c1ccc(NC(=O)C2CCCO2)cc1 (stereo not drawn)	8	4	3	1	-3	2.5	6	-14	4
CC(=O)NCCc1ccc(C(=O)COC(=O)c2cccn2C)cc1	-12	2	-3	-13	0	0.3	-6	-13	28
CCCCCCn1c(=O)n2n(c1=O)C[C@]1(OC(=O)NCC3CCCCC3)CN(S(=O)(=O)c3ccc(C)cc3)C[C@]1(O)C2	13	4	-13	22	1	-0.6	/	10	-22
COc1ccccc1Cn1c(C)nc2ccccc21	-18	2	17	4	1	4.3	-14	0	-10
O=C(Nc1nccs1)c1ccc[nH]c1=O	24	4	-8	16	-2	-0.3	-1	-19	-22
